Bioassay records (PubChem BioAssay)
CHT inh = human CHT choline transport inhibition; Q9GZV3; CHT-expressing cells, membrane potential dye, choline response; hits give low values; B-score at 10 µM; 0.86% of 310,000 active; AID 488975;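 active = B-score over 3 SD under the library average, and starting fluorescence ratio not unusually high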;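 also: choline stimulus applied at its EC90 after an EC20 pre-addition; B-score computed on integrated fluorescence ratio after choline addition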
KCNQ2 block = KCNQ2 channel blockers in CHO-K1 cells – cell-based, FluxOR thallium flux, B-score, primary screen (AID 2156); B-score at 10 µM; 1.1% of 310,000 active; 20 min; hits give low values; O88943;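 active = fluorescence ratio B-score at most minus 3 library SDs, with starting brightness B-score within 2 library SDs, cut at about -5.5 in these data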
Target sequence (O88943 whole entry, looked up): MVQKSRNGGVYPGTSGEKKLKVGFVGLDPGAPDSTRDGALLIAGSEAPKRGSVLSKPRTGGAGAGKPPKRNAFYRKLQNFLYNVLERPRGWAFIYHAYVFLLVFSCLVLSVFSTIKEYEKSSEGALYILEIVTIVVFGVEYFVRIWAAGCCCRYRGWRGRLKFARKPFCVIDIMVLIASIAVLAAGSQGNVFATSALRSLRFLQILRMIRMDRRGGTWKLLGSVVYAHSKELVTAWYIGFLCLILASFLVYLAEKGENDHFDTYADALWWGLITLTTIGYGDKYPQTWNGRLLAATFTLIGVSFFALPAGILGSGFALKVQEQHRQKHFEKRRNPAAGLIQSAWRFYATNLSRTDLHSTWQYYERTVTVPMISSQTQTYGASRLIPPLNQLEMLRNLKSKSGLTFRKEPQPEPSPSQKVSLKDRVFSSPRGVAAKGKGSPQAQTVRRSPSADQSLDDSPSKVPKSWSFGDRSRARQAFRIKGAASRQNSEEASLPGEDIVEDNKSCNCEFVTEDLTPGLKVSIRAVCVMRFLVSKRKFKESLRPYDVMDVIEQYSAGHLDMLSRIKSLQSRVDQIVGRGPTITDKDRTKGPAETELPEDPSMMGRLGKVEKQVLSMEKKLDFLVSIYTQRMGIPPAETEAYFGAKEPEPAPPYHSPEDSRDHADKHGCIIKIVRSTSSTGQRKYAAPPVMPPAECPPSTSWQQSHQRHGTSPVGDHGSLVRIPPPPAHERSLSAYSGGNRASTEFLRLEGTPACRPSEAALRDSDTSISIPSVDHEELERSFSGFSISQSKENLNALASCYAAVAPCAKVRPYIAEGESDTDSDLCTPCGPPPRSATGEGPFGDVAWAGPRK
An asterisk follows results filed as active; i = inactive; · = no result given.

Structure,CHT inh,KCNQ2 block
Cc1ccc(C(=O)OCC(=O)N2C(C)CCCC2C)cc1S(=O)(=O)N1CCOCC1 (configuration not stated),i,i
CCCS(=O)(=O)N1CCCC(C(=O)NCCN2CCOCC2)C1 (configuration not stated),i,i
CC1CCN(c2ccc(NC(=S)NC(=O)c3ccco3)cc2)CC1,i,i
C/C(=N\OCC(=O)Nn1c(C)nc2ccccc2c1=O)c1ccccc1,i,i
O=c1ccn(Cc2ccccc2)c2ccccc12,i,i
Cc1cccc(NC(=O)CSc2nc(C)c(Cc3ccccc3)c(=O)[nH]2)c1C,i,i
CCn1c(CNc2ccc(Cl)cc2)nnc1SCCN1CCCCC1,i,i
O=C(N/C(=C\c1cccnc1)c1nc2ccccc2[nH]1)c1cccc(Br)c1,i,i
O=C(Nc1ccccc1)/C(=C\c1ccco1)NC(=O)c1ccco1,i,i
COc1ccc(Nc2nc(OC)nc(OC)n2)cc1,i,i
COc1ccc(CCN2CC(C(=O)O)CC2=O)cc1OC (configuration not stated),i,i
Cc1ccc(OCC(=O)N/N=C/C=C/c2ccco2)cc1C,i,i
Cc1ccc(S(=O)(=O)N2[C@@H](c3ccccc3F)C(C(=O)O)=CC[C@H]2c2cccc(C)c2)cc1,i,·
COC(=O)CCCC1=CC2=CC(=O)C(C)(OC(=O)CCc3ccccc3)C(=O)C2=CO1 (configuration not stated),i,i
CCN(CC)S(=O)(=O)c1ccc(N2CCCC2)c(NC(=O)C2=COCCO2)c1,i,i
COc1ccc(C(=O)N2CCCCC2)cc1S(=O)(=O)Nc1cccc(C(=O)O)c1,i,i
CCn1c(=O)c2c3c(sc2n2c(SCc4ccc(F)cc4)nnc12)CCCC3,i,i
COc1ccccc1CNC(=O)C1(c2ccc(Cl)cc2)CC1,i,-5.7*
CCN(CC)CCN=C1CCCc2ccccc2N1,i,i
O=C(NCc1ccco1)/C(=C\c1ccco1)NC(=O)c1ccccc1Cl,i,i
Oc1ccc(/C=N/Nc2nccnc2Cl)c(O)c1,i,i
CN(Cc1ccon1)C(=O)C1CCC(=O)N(CCc2ccc(Cl)cc2)C1 (configuration not stated),·,i
CCc1nnc(NC(=O)CSc2nc3ccccc3o2)s1,i,i
N#Cc1ccc(/C=N/NC(=O)c2cc(-c3cccs3)nc3ccccc23)cc1,i,i
O=C(CC1CCCC1)Nc1ccc2c(c1)CCC2,i,i

Overlap with the part before: six compounds; new compounds follow.
Structure,CHT inh,KCNQ2 block
O=C(NCc1ccco1)/C(=C\c1ccco1)NC(=O)c1ccccc1Cl,i,i
Oc1ccc(/C=N/Nc2nccnc2Cl)c(O)c1,i,i
CN(Cc1ccon1)C(=O)C1CCC(=O)N(CCc2ccc(Cl)cc2)C1 (configuration not stated),·,i
CCc1nnc(NC(=O)CSc2nc3ccccc3o2)s1,i,i
N#Cc1ccc(/C=N/NC(=O)c2cc(-c3cccs3)nc3ccccc23)cc1,i,i
O=C(CC1CCCC1)Nc1ccc2c(c1)CCC2,i,i
COc1cccc(NC(=O)Nc2cccs2)c1,i,i
COC(=O)c1ccc(N=Nc2c(C)[nH]n(-c3ccccc3)c2=O)cc1,i,i
OC(c1ccccc1)(c1ccccc1)C1CCN(C(=S)NCCc2ccccc2)CC1,i,i
Cc1n[nH]c(C)c1S(=O)(=O)N1CCCC(C(=O)N2CCN(c3ccc(Cl)cc3)CC2)C1 (configuration not stated),-5.2*,·
COc1cccc(NC(=O)c2ccc(N3C(=O)C4CCC(C)CC4C3=O)cc2)c1 (configuration not stated),i,i
CC(C)(CC(=O)O)CC(=O)N1CCCN(c2nccc(C(F)(F)F)n2)CC1,i,i
Cc1ccc(NC2c3ncccc3C(=O)N2Cc2ccco2)c(C)c1 (configuration not stated),i,i
CC(C)c1ccc(NC(=O)[C@H](NC(=O)[C@@H]2Cc3ccccc3CN2)c2ccccc2)cc1,i,i
Cc1ccc(S(=O)(=O)Cn2nnnc2C(C(C)C)N2CCC(C(N)=O)CC2)cc1 (configuration not stated),i,i
CC1Cc2ccccc2N1C(=O)COC(=O)c1c2c(nc3ccccc13)CCCCC2 (configuration not stated),i,i
CCOC(=O)c1cc(-c2cccs2)nc2onc(C)c12,i,i
COc1ccc(CNC(=O)C[C@H]2C(=O)N(C3CCCCC3)C[C@@H]2Cc2ccccc2)cc1,i,i
CC(Sc1nc(=O)cc(N)n1CCc1ccccc1)C(=O)NCc1ccccc1 (configuration not stated),i,i
COc1ccc(-c2cn3ccccc3n2)cc1,i,i
CCn1c(SCC(=O)NCCc2ccccc2)nnc1-c1ccco1,i,i
COc1ccc(/C(O)=C2\C(=O)C(=O)N(CCN(C)C)C2c2cccc(OC)c2OC)cc1Cl (configuration not stated),i,i
CSCC[C@H](NC(=O)Nc1ccc(S(N)(=O)=O)cc1)C(=O)O,i,i
O=c1c(C(c2ccccc2)c2c(O)nc3n(c2=O)CCCS3)c(O)nc2n1CCCS2,i,i
C/C(=N\NC(=O)COc1ccc(C(C)(C)C)cc1)c1cc2ccccc2o1,i,i
COCCCN(CCCN)Cc1ccco1,i,i
Cc1cc(O)ccc1N/C=C/c1onc(C)c1[N+](=O)[O-],i,i
Cc1ccc(C)c(NC(=O)C2CCCN2C(=O)OC(C)(C)C)c1 (configuration not stated),i,i
O=C(Nc1ccncc1)C1(c2ccccc2)CCCC1,i,i
O=S(=O)(c1ccccc1)c1cnn2c(C(F)(F)F)cc(-c3ccccc3)nc12,i,i
COc1ccccc1OCC(=O)N/N=C/C=C/c1ccc([N+](=O)[O-])o1,i,i
N#C/C(=C\c1ccccc1Cl)C(=O)Nc1ccccn1,i,i
CCOc1cc(S(=O)(=O)N2CCN(c3ccc(F)cc3)CC2)c(OCC)cc1-n1cnnn1,i,i
Cc1cc(C)nc(-n2ncc3c2CC(c2ccc(C(C)C)cc2)CC3=O)n1 (configuration not stated),i,i
Cc1cc(=O)c(C(=O)O)nn1-c1ccccc1F,i,i
CCN(C(=O)CSc1nc2cc(C(F)(F)F)ccc2n1Cc1ccccc1)C1CCS(=O)(=O)C1 (configuration not stated),i,i
COCCCNC(=O)/C(C#N)=C/c1c(N2CCCCCC2)nc2ccccn2c1=O,i,i
C=CCOc1cccc(/C=C/c2nc3ccccc3c(=O)[nH]2)c1,i,i
O=C(NCCC(=O)N1CCC2(CC1)NCCc1[nH]cnc12)c1cccc(Cl)c1,i,i
COc1ccc(Cl)c2sc(N3CCN(C(C)=O)CC3)nc12,i,i
CN1c2ccccc2C(O)=C(C(=S)Nc2ccc(Cl)cc2)S1(=O)=O,i,i
Cn1c(O)c(N=NC(=O)CNC(=O)c2ccccc2)c2ccccc21,i,i
[O-][n+]1c2ccccc2c2n1CCN=C2c1ccc(Cl)cc1,i,i
Cc1cc(-c2nn(-c3ccccc3F)cc2CNCCc2cnc[nH]2)c(C)s1,i,i
O=C(Nc1ccc(Cl)cc1)N1CCCN(Cc2ccccc2F)C1,i,i
COc1ccc(S(=O)(=O)NCc2ccc(C(=O)N3CCN(c4ccccn4)CC3)cc2)cc1,i,i
COc1ccc(S(=O)(=O)Nc2c(C)cc(C)cc2C)c2cccnc12,i,i
CCCn1c2ccc(C)cc2c2nnc(SCCN3CCCCC3)nc21,·,i
O=C(COC(=O)c1c(F)cccc1F)Nc1ccc2[nH]c(=O)[nH]c2c1,i,i
COc1ccc(C(=O)Nc2nnc(SCC(=O)NC3CCCC3)s2)c(OC)c1,i,i
Cc1ccc(C)c(-c2cc(C(=O)N/N=C/c3cccnc3)c3ccccc3n2)c1,i,i
CO/N=C\CC(=O)Nc1ccc(F)cc1,i,i
N=C1C(c2nc3ccccc3c(=O)[nH]2)=C(O)CN1CCc1ccccc1,i,i
O=C1c2cccc3cccc(c23)C(=O)N1CCCCCc1n[nH]c(=S)o1,-5.2*,i
CCN(CC)c1ccc(NC(=O)CCCOc2cccc(C)c2)cc1,·,i
Cn1cnnc1SCC(=O)OCN1C(=O)c2ccccc2C1=O,i,·

Continuation.
Structure,CHT inh,KCNQ2 block
Cc1ccc(N2CS(=O)(=O)/C(=C/N(C)C)C2=O)cc1,i,i
O=C(COC(=O)c1ccc(O)cc1)NC1CCCC1,i,i
O=C(c1cc(C(=O)N2CCCC2)cc([N+](=O)[O-])c1)N1CCCC1,i,i
CCN(CC)S(=O)(=O)c1ccc(NC(=O)COc2c(OC)cccc2OC)cc1,i,i
CCOC(=O)CSc1nc2ccccc2c(=O)n1-c1ccc(C)cn1,i,i
COc1ccc(-c2nnc(SCC(=O)Nc3ccc4c(c3)OCCO4)n2N)cc1OC,i,i
Cn1c(=O)c2c(SCC(=O)Nc3ccccc3F)nc(-c3ccccc3F)nc2n(C)c1=O,i,i
CCOC(=O)/C=C(C)\C=C\c1c[nH]c2ccccc12,i,i
CCCCCCSc1ccc([C@H]2N[C@@](C)(C(=O)OC)[C@H]3C(=O)N(CC)C(=O)[C@@H]23)cc1,i,i
C/C(=N\NC(=O)c1ccc(Cl)c(Cl)c1)c1ccc(Br)s1,i,i
CC(C)NC(=O)NC1C2CC3CC(C2)CC1C3 (configuration not stated),i,i
CCN(CC(=O)NCc1ccc(Cl)cc1)C(=O)/C=C/c1cc(OC)c(OC)c(OC)c1,i,i
COC(=O)CSc1nnc(C)n1-c1ccc(C)cc1,i,i
CC(C)(C)SCCNC(=O)Nc1ccccc1,i,i
Cc1cc(CC(C)C)n(-c2nc3ccccc3c(=O)n2OCc2ccccc2)n1,i,i
COC(=O)NC(NS(=O)(=O)c1ccccc1)(C(=O)OC)C(F)(F)F (configuration not stated),i,i
NC(=O)c1ccc(-n2nnnc2SCC(=O)Nc2ccc(N3CCOCC3)c(Cl)c2)cc1,i,i
O=C(C/C=N\OCc1ccc([N+](=O)[O-])cc1)Nc1ccccc1,i,i
CCOc1ccc(S(=O)(=O)N(C)CC(=O)NC2CC2)cc1,i,i
COc1ccc(S(=O)(=O)n2c(C)nc3ccccc32)cc1C,i,i
CC(C)(C)c1nc(SCC(=O)NNC(=O)c2ccccc2)c2ccccc2n1,i,i
O=S(=O)(NC1CCCC1)c1ccccc1Cl,i,i
Cc1cnc(NC(=O)CC(C)c2ccccc2)s1 (configuration not stated),i,i
O=C(Nc1ccc(F)cc1)Nc1ccc(NC(=O)c2ccccc2O)cc1,i,i
Cc1ccc(CCNC(=O)CC2Oc3ccc(C)cc3NC2=O)cc1 (configuration not stated),i,i
Cc1ccccc1N/C(=N/S(=O)(=O)c1cc(F)ccc1F)c1ccccc1,i,i
Cc1cccc(C#N)c1NC1=CC(=O)CC(C)(C)C1,i,i
CCc1cccc(NC(=O)c2snc3c(=O)[nH]cnc23)c1,i,i
Cc1c(NC(=S)N2CCN(c3ccc(F)cc3)CC2)c(=O)n(-c2ccccc2)n1C,i,i
Cc1c(C)c(C)c(S(=O)(=O)NCCc2ccncc2)c(C)c1C,i,i
O=C(NC1CC1)C1=C[C@H](c2ccc(C(F)(F)F)cc2)C[C@H](OCc2ccc(CO)cc2)O1,i,i
CN(C)c1nc(Cl)nc(N(C#N)CCOc2ccccc2)n1,i,i
NC1=NCC(O)=C1c1nc2ccccc2[nH]1,i,i
CN(c1cc(=O)n2ccccc2n1)C1CCCCC1,i,i
Cc1c(Cl)cccc1NC(=O)CCCCCN1C(=O)CCC1=O,i,i
Cc1cc(C)nc(SCC(=O)OCC(=O)Nc2nc3ccccc3s2)n1,i,i
Nc1nc2ccc([N+](=O)[O-])cc2[nH]1,i,i
O=C(CSCCO)Nc1ccc([N+](=O)[O-])cc1,i,i
COc1ccc(-n2c(=O)c3c4c(sc3n(CC(=O)NCc3ccco3)c2=O)CCC4)c(OC)c1,i,i
CCCS(=O)(=O)N1CCCC(C(=O)Nc2ccc3c(c2)CCC3)C1 (configuration not stated),i,i
O=C(Nc1cc(S(=O)(=O)N2CCOCC2)ccc1N1CCCCC1)c1cc(-c2ccccn2)nc2ccccc12,i,i
C=CCN(Cc1nc(-c2ccccc2)no1)C(=O)c1ccc2c(c1)OCO2,i,i
O=C(Cc1c(F)cccc1Cl)Nc1ccccc1C(=O)N1CCCCC1,i,i
O=S(=O)(c1ccc(Cl)cc1)N1CCN(c2ncccn2)CC1,i,i
CSCCC(=O)N1CCN(CC(=O)N2CCCC2)CC1,i,i
O=C(Nc1cccc(N2C(=O)C3CCCCC3C2=O)c1)c1ccccc1 (configuration not stated),i,i
CCn1c(/C=C/c2c(C)n(CC)c3ccccc23)nc2ccccc2c1=O,i,i
CC(C)c1ccccc1OCC(=O)NC1CCCc2ccccc21 (configuration not stated),i,i
CCOc1ccccc1NC(=S)NC(=O)c1ccco1,·,i
COCCNC(=O)CN(C(=O)Cn1nnc2ccccc21)c1cccc(C)c1C,i,i

Later entries
Structure,CHT inh,KCNQ2 block
COc1ccc(CCNC(=O)CCCOc2ccc(C)cc2)cc1OC,i,i
Cc1csc(NC(=O)CSCc2c(C)noc2C)n1,i,i
Cc1ccc(NP(=O)(Nc2ccc(C)cc2)Nc2ccc(C)cc2)cc1,i,i
CN(C)CCOc1ccc(C(C)(C)c2ccccc2)cc1,i,i
O=C(NCCN1CCCCC1)Nc1ccccc1Cl,i,i
Cc1cc(C)c2cc(CNC3CCCC3)c(Cl)nc2c1,i,i
O=S(=O)(NCC(c1ccco1)N1CCc2ccccc2C1)c1ccc(Br)cc1 (configuration not stated),i,i
